LGR2 inh = Drosophila LGR2 receptor signaling inhibition; HEK293 LGR2, CRE-luciferase, bursicon-stimulated, 4 h; inhibition, % at 9.99 µM; actives 0.35% (n = 380,000);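 active = drop in luminescence signal, shown as inhibition above about 50% in the replicate tests, limit read from the data, passing the limit was not always enough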;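 note: agonist challenge used bursicon conditioned medium at about half maximal strength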
PAX8 reporter = lowers PAX8-driven luciferase in RMG-I cells; RMG-I TPO-luciferase reporter, SteadyGlo, 24 h; inhibition, % at 12.6 µM; actives 1.2% (n = 360,000); AID 652154;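 active = mean replicate inhibition at least 60% with every replicate also reaching 60%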;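 note: luciferase light reporting Pax8 driven TPO promoter activity; plate controls were median of neutral control wells for no effect and mitoxantrone controls for full effect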
PGC1a acetyl inh = modulators of PGC1a acetylation. U2OS PGC1a acetylation, AlphaScreen anti-acetyl-lysine; with virally co-expressed GCN5 acetyltransferase. inhibition, % at 15.6 µM. actives 0.17% (n = 350,000). AID 651687;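 active = every replicate shows inhibition of at least 40%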;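 note: 0% = neutral control wells and 100% = positive control wells; some results beyond the cut were filed as inactive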
miR122 inh = blocks miR-122 activity in Huh7 sensor cells; actives 0.3% (n = 340,000); Huh7 miR-122 Renilla luciferase sensor, 48 h; neutral wells = 0, positive control = 100; activation (reporter increase), % at 12.5 µM; AID 602342;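 active = mean replicate activation score at least 90 and every replicate individually at or above 90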;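 note: higher luciferase means less miR-122 activity so hits act as miR-122 inhibitors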
Cneo AK release = causes C. neoformans cell lysis; adenylate kinase release luminescence, 4 h; normalised: neutral wells 0, clomiphene wells 100; lysis activity, % at 15 µM; actives 0.2% (n = 360,000);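 active = mean lysis activity across replicates of at least 80%, whatever share of replicates individually reach that level; inactive = mean lysis activity below 80%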
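Assay system: Cryptococcus neoformans yeast cells / Dosing: single-point compound dose / Timing: 4 h at 37 °C static, read 1 h later / Measured by: luminescence of released adenylate kinase using an AK detection reagent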
FN deposit inh = fibronectin deposition inhibition. AH1F fibroblasts, Alexa488-fibronectin deposition fluorescence, overnight. AID 743247. actives 0.086% (n = 350,000). inhibition, % at 12.6 µM;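 active = mean inhibition across replicates of 30% or more, regardless of how many single replicates reach that level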;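 note: positive control wells lacked labelled fibronectin entirely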
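Test system: AH1F fibroblast monolayer depositing Alexa488-labelled fibronectin into matrix. Input: 10000 cells per well. Technique: fluorescence, ex 485 nm, em 525 nm. Buffer or medium: DMEM plus 2% serum, read in PBS. Timing: 1 h cell adhesion before compound, then overnight fibronectin incubation. Compound: single dose, pinned. Read-out basis: inhibition from reduced deposited-fibronectin fluorescence.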
EWS-Fli inh = inhibitors of EWS/Fli oncoprotein transcriptional activity; inhibition, % at 12.6 µM; A673 NR0B1-luciferase reporter, viability-normalised; AID 651661; actives 0.67% (n = 350,000);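 active = mean inhibition of at least 50% after viability correction, with every replicate also passing that limit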;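 note: firefly luciferase signal divided by Alamar Blue viability fluorescence both relative to DMSO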
CASP6 VEID inh = caspase-6 (human) enzyme inhibition | P55212 | purified caspase-6, Z-VEID-R110 cleavage fluorescence | inhibition, % at 12.5 µM | actives 0.53% (n = 350,000) | AID 686996;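 active = mean inhibition across replicates at least about 35%, with every replicate also reaching that limit, limit read from the data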;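 note: 0% = median of neutral control wells and 100% = no fluorescence left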
Target sequence (P55212 24-179 limits assumed): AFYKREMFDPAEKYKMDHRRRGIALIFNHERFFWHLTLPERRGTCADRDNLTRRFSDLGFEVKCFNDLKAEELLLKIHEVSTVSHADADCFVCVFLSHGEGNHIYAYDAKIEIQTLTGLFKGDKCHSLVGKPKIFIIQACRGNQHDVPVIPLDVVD
Target sequence (P55212 194-293 limits assumed): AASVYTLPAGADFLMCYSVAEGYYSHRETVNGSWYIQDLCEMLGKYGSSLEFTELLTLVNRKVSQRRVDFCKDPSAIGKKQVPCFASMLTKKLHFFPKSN
Starred values were filed as active, the others as inactive; x = not tested or not shown; [ ] = another dose, or the depositor's remark.

SMILES	LGR2 inh	PAX8 reporter	PGC1a acetyl inh	miR122 inh	Cneo AK release	FN deposit inh	EWS-Fli inh	CASP6 VEID inh
Cc1onc(NC(=O)CSCC(=O)O)c1Br	x	9.2	-9.2	-5.2	-5.4	2.8	-2.1	-2.8
COc1ccc(NC(=O)N(Cc2ccc(C)cc2)Cc2cccnc2)c(OC)c1	14.0	11.8	0.1	2.9	-1.4	-1.4	7.1	1.3
O=C(OCC(=O)N1CCCCCC1)c1cnc(Cl)c(Cl)c1	-5.1	10.0	-2.7	-7.7	-0.4	x	-2.1	-2.0
O=C(CCl)Nc1ccccc1C(=O)NCc1ccccc1	-22.0	0.9	x	x	x	5.3	19.7	11.3
COc1ccc(CN(C)C[C@@H]2OCCCC[C@@H](C)Oc3ccc(NS(=O)(=O)c4ccccc4)cc3C(=O)N([C@@H](C)CO)C[C@@H]2C)cc1	3.4	-10.9	-11.0	9.6[16.7 µM]	-0.8	-1.5	2.7	-0.5
COc1ccc(CNC(=S)Nc2ccc3nc(N4CCN(C)CC4)cc(C)c3c2)cc1	-7.4	16.9	-5.2	17.3	0.6	5.9	11.6	-20.8
O=C(C[C@H]1C/C=C\C[C@@H](Cc2ccc(F)cc2)C(=O)O[C@@H](c2ccccc2)CNC1=O)NCCO	0.4	7.4	x	x	-0.1	0.9	-2.2	1.3
Cc1cc(C)nc(SCc2nc3ccccc3n2C)n1	x	-63.9	10.1	17.7	6.3	2.8	x	x
NC(=NC(=O)c1ccc(OC(F)(F)F)cc1)c1ccc(C(F)(F)F)cn1	x	17.0	x	x	x	-5.8	-7.8	-2.1
Cc1ccc(Nc2ncnc3sccc23)c(C)c1	-36.6	-18.3	x	x	-1.6	-1.6	-57.5	98.8*
Cc1ccc(/C=N/N2C(=O)C3C(C2=O)C2C=CC3C23CC3)o1 (centres undefined)	8.3	x	8.7	-2.1	-0.2	x	x	x
C[C@@H]1CN([C@H](C)CO)C(=O)Cc2cc(NC(=O)CCC(F)(F)F)ccc2O[C@H]1CN(C)C(=O)Nc1cccc2ccccc12	0.5	15.3	9.7	-8.6[16.7 µM]	0.6	0.4	-4.7	3.6
O=S(=O)(/N=C(\Nc1ccc(F)cc1)C(F)(F)F)c1ccccc1	x	x	13.9	-3.2	4.2	-15.4	x	x
COCC(C)n1c(COc2ccccc2F)nnc1SCC(=O)Nc1oc(C)c2c(C)n[nH]c(=O)c12 (centres undefined)	-7.8	8.5	-9.0	4.5	1.1	-6.6	8.8	0.3
C[C@@H]1CN([C@@H](C)CO)S(=O)(=O)c2ccc(-c3cccnc3)cc2O[C@H]1CN(C)CC1CC1	-7.1	x	-8.5	-5.7[16.7 µM]	x	1.2	-4.4	x
Cc1ccc(CNC(=O)COC(=O)c2ccc(S(=O)(=O)N3CCCCCC3)cc2)cc1	5.7	x	15.7	2.5	0.4	2.9	3.7	0.3
Cc1ccc(S(=O)(=O)N(CC(=O)Nc2ccc(C)c(Cl)c2)C(=O)N2CCN(C)CC2)cc1	-2.4	x	x	x	x	-1.1	1.5	-5.7
O=C(NCC1CC1)C1(C(F)(F)F)CC(CCc2ccccc2)CCCO1 (centres undefined)	13.4	12.1	-5.6	7.8	4.2	6.5	-5.7	2.2
C=CCOc1ccc(/C=C/C(=O)OCC(=O)NCc2ccco2)cc1	28.3	-7.5	x	0.1	-0.3	9.5	0.3	-0.1
COc1cc2c(cc1OC)C1Cc3ccc(OC)c(OC)c3C[N+]1([O-])CC2 (centres undefined)	-0.6	-9.3	-4.1	-3.7	-0.4	9.0	11.5	-0.7
O=C(NC(=S)Nc1cccc(Cl)c1N1CCOCC1)c1cccs1	30.5	6.6	x	x	x	x	2.1	3.4
O=C(COc1ccc(F)cc1)Nc1nnc(-c2ccncc2)s1	x	-4.6	9.6	-4.0	-0.3	-16.2	x	x
O=C(CSc1nnc(Cc2ccccc2)o1)NC1CCCCC1	1.2	x	-12.2	-2.9	-2.1	x	-3.5	3.9
CC(C)N1CC2(CC(c3ccccc3C(F)(F)F)=NO2)CN1C(=O)c1ccco1 (centres undefined)	-4.1	5.2	-15.3	0.3	x	0.9	7.6	-0.4
COC(=O)C[C@@H]1C[C@H]2c3cc(NC(=O)Cc4ccncc4)ccc3O[C@H]2[C@H](CO)O1	5.4	-0.4	4.1	2.0[16.7 µM]	3.0	-12.1	12.9	0.9
(listing goes on)
SMILES	LGR2 inh	PAX8 reporter	PGC1a acetyl inh	miR122 inh	Cneo AK release	FN deposit inh	EWS-Fli inh	CASP6 VEID inh
S=C1N(c2ccccc2)C(c2ccc(Br)cc2)N2CCCN12 (centres undefined)	9.0	-23.8	-21.8	6.5	2.0	-5.0	-4.4	-2.1
C[C@H](CO)N1C[C@H](C)[C@H](CN(C)Cc2ccccn2)Oc2ncc(C#CCC3CCCC3)cc2C1=O	-7.6	x	-16.4	29.1[16.7 µM]	5.4	-11.7	2.4	0.2
O=c1[nH]nc(-c2ccc(F)cc2)cc1Cc1cccs1	-24.9	-0.6	x	x	x	0.7	1.4	0.8
COc1cc(/C=N/Nc2ccccc2C(F)(F)F)ccc1O	-3.9	-18.7	x	x	x	-1.2	-26.4	0.8
COc1ccc(Br)cc1CN1CCN(C(=O)c2ccc(OC)c(OC)c2)CC1	-17.3	1.8	-10.0	-4.1	x	-3.5	9.5	14.5
COC(=O)[C@@]1(Cc2ccc(OC)cc2)[C@@H]2C(=CC(=O)[C@H]2CC(=O)C(=O)N(C)C)CN1C(=O)c1ccccc1	37.5	10.8	x	x	x	-4.9	4.9	-0.4
O=C(O)/C=C(/c1ccccc1)C(F)(F)F	0.1	16.8	5.8	2.8	-0.2	1.2	-4.3	-2.6
O=C(CCc1nnc2ccc(N3CCCCC3)nn12)NCC1CCN(Cc2ccc(F)cc2)CC1	-3.5	18.0	-3.5	-1.7	-0.3	-12.9	11.3	-11.3
O=c1oc(-c2cccc([N+](=O)[O-])c2)nc2ccccc12	-10.8	2.7	-26.1	-0.3	2.9	8.6	5.4	-2.0
O=C(Nc1ccc(C(F)(F)F)cc1)N[C@H]1CC[C@H](CCNC(=O)c2ccccc2F)O[C@H]1CO	8.2	15.3	8.7	x	-2.8	x	-4.7	2.1
Cc1ccccc1CN1CCN(CC(=O)NC(C)c2ccccc2)CC1 (centres undefined)	-0.5	11.0	10.4	2.4	0.9	8.7	9.0	1.6
O=C(c1cccc(F)c1)N1CCCCN2[C@H](CO)[C@H](c3ccc(-c4ccccc4)cc3)[C@@H]2C1	12.5	9.6	1.2	-4.4[16.7 µM]	-0.8	x	0.5	0.5
COc1ccc(CNCc2ccccc2C(F)(F)F)cc1	17.9	-7.2	x	x	1.6	-7.8	9.5	0.5
CCS(=O)(=O)N1CC(=O)N2[C@@H](CO)[C@@H](c3ccc(C#CC4CCCCC4)cc3)[C@@H]2C1	17.3	x	-6.4	x	x	3.3	-6.8	-0.4
Cn1cnc(S(=O)(=O)Nc2ccccc2N2CCOCC2)c1	-1.1	10.0	-9.3	-2.5	-0.3	-3.5	-3.4	-1.8
O=C(NCCC1CCCCN1S(=O)(=O)c1ccccc1)C(=O)NCc1ccncc1 (centres undefined)	-10.7	67.9*	x	-2.3	0.2	-5.2	4.1	-4.2
Nc1nnc(CC(=O)N/N=C/c2ccc(-c3ccccc3Cl)o2)s1	1.9	-0.3	3.7	x	x	x	-11.7	0.7
CCOc1ccc(C(C(=O)NCC2CCCO2)N(C(=O)c2snc(C(N)=O)c2N)c2ccc3c(c2)OCCO3)cc1 (centres undefined)	7.7	14.3	x	x	1.5	1.3	8.9	-0.2
Cc1ccc(NC(=O)CSC2=C(C#N)C(c3ccco3)C3=C(CCCC3=O)N2)cc1 (centres undefined)	x	9.9	-8.4	5.3	-1.0	-10.1	x	x
Cc1ccc(S(=O)(=O)N(C)C[C@H]2OCCCC[C@@H](C)Oc3ccc(NC(=O)Nc4ccc(F)cc4)cc3C(=O)N([C@@H](C)CO)C[C@@H]2C)cc1	-6.7	45.4	9.7	-5.2[16.7 µM]	-0.6	1.4	3.9	1.7
C[C@@H]1CCCCO[C@@H](CN(C)C(=O)C2CCCCC2)[C@H](C)CN([C@H](C)CO)C(=O)c2cc(N(C)C)ccc2O1	2.6	5.6	16.6	-9.8[16.7 µM]	3.8	x	-0.2	2.5
CC(C)C(=O)N1CCC1(C)C(=O)Nc1nc2ccccc2[nH]1 (centres undefined)	-12.9	18.4	-15.0	-3.0	-2.3	x	-2.5	-1.5
COc1cc(NC(=O)CSc2nc3ncnc(N)c3[nH]2)c(C(=O)O)cc1OC	20.2	-14.1	x	x	-1.6	3.0	2.6	-3.4
O=C(CC1CCCC1)N1CCN(S(=O)(=O)c2c(F)cccc2F)CC1	2.6	7.0	x	6.1	-0.3	-3.0	4.1	-2.0
CCC(CC)C(=O)Nc1nnc(S(=O)(=O)Nc2ccccc2C)s1	4.9	7.7	3.8	0.0	-0.3	-2.7	6.8	0.4

3 entries out of the list above, sorted by the value under miR122 inh, high to low:
Compound,miR122 inh
O=C(O)/C=C(/c1ccccc1)C(F)(F)F,2.8
O=c1oc(-c2cccc([N+](=O)[O-])c2)nc2ccccc12,-0.3
CC(C)C(=O)N1CCC1(C)C(=O)Nc1nc2ccccc2[nH]1 (centres undefined),-3.0

(further entries)
SMILES	LGR2 inh	PAX8 reporter	PGC1a acetyl inh	miR122 inh	Cneo AK release	FN deposit inh	EWS-Fli inh	CASP6 VEID inh
COc1cc(Cl)ccc1OCc1cc(C(=O)N(C)C2CCOC2)no1 (centres undefined)	-13.9	-60.7	-0.7	-5.4	-1.3	-1.1	x	-0.6
CCOC(=O)C1=C(C)N(CCCC(=O)O)C(=O)NC1c1ccc2ccccc2c1 (centres undefined)	-0.6	2.7	12.3	-6.2	-2.7	1.6	-1.9	0.7
CCCOC(=O)c1ccc(NC(=O)CC(C)(C)C)cc1	-83.4	-110.3	x	x	x	-3.7	-66.2	-0.8
Cn1cc(C(=O)N2CCN(c3ccccn3)CC2)c(=O)c2cc(S(=O)(=O)N3CCOCC3)ccc21	x	x	8.9	-0.9	0.8	-7.6	x	x
Cc1noc(C)c1NC(=O)N(C)C[C@@H]1OCCCC[C@H](C)Oc2ccc(N(C)C)cc2C(=O)N([C@H](C)CO)C[C@H]1C	x	-14.0	-19.2	-1.9[16.7 µM]	2.7	x	2.8	-0.8
CCCn1c(-c2cccs2)nc2nc3ccccc3nc21	x	x	6.3	-6.6	-0.6	3.7	x	x
Cc1ccc(C(=O)NCCNC(=O)c2ccc(F)cc2)cn1	-7.1	1.0	x	x	0.2	4.7	3.4	-3.8
c1ccc(Sc2nc(N3CCCCC3)nc(N3CCCCC3)n2)nc1	16.8	x	-9.6	-1.8	10.3	x	x	4.3
O=C(CCN1C(=O)C2C3C=CC(C3)C2C1=O)NCC1CCCO1 (centres undefined)	17.9	x	2.3	7.7	-2.8	x	x	x
COC(=O)N/N=C(\C)c1ccccc1OC(F)F	23.2	x	-2.9	-3.0	1.0	x	x	x

Among those listed so far, these have an NH in an aromatic ring:
SMILES	LGR2 inh	PAX8 reporter	PGC1a acetyl inh	miR122 inh	Cneo AK release	FN deposit inh	EWS-Fli inh	CASP6 VEID inh
COCC(C)n1c(COc2ccccc2F)nnc1SCC(=O)Nc1oc(C)c2c(C)n[nH]c(=O)c12 (centres undefined)	-7.8	8.5	-9.0	4.5	1.1	-6.6	8.8	0.3
O=c1[nH]nc(-c2ccc(F)cc2)cc1Cc1cccs1	-24.9	-0.6	x	x	x	0.7	1.4	0.8
CC(C)C(=O)N1CCC1(C)C(=O)Nc1nc2ccccc2[nH]1 (centres undefined)	-12.9	18.4	-15.0	-3.0	-2.3	x	-2.5	-1.5
COc1cc(NC(=O)CSc2nc3ncnc(N)c3[nH]2)c(C(=O)O)cc1OC	20.2	-14.1	x	x	-1.6	3.0	2.6	-3.4
